Assay outcomes (PubChem)
EWS-Fli block = EWS/Fli transcriptional activity inhibition. A673 NR0B1-luciferase reporter, viability-normalised. inhibition, % at 12.6 µM. 0.67% of 350,000 active;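 active = mean inhibition of at least 50% after viability correction, with every replicate also passing that limit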;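 also: firefly luciferase signal divided by Alamar Blue viability fluorescence both relative to DMSO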
S100A4 inh HTS = blocks human S100A4 binding to myosin IIA peptide. P26447. S100A4/TAMRA-MyoIIA peptide fluorescence polarization. inhibition, % at 10.7 µM. 0.14% of 360,000 active. AID 652163;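 active = mean inhibition of at least 70% across replicates, with every replicate also reaching that level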
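Compound dosing: one dose per compound; test system: human S100A4 monomer with TAMRA-labelled myosin IIA peptide; probe or stimulus: TAMRA-labelled myosin IIA heavy-chain peptide probe, 5 nM; medium: HEPES buffer with Ca2+, pH 7.2; schedule: 5 min incubation before reading; benchmarks: neutral control DMSO, positive control TFP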
Xi reactivation = activators of X-chromosome reactivation in mouse fibroblasts; 0.055% of 360,000 active; activation, % at 7.58 µM; XiGFP mouse fibroblasts, % GFP-positive cells imaging, 3 d; cells co-treated with 5-aza-dC sensitizer; scaled so ellipticine positive control = 100%; AID 743238;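 active = mean normalized replicate activation at least 10% and every replicate at or above 10%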;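 also: 0% = median of on-plate neutral control wells and 100% = ellipticine 6 µM median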
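System: SV40-immortalized XiGFP fibroblast cells, line 68-5-11 / Incubation: 3-day compound exposure, then 15 min fixation at room temperature / Compound: single concentration per compound, delivered by pin transfer / Buffer or medium: DMEM plus 5-aza-dC sensitizer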
RAD54 inh = RAD54 (human) branch migration inhibition. RAD54 Holliday junction branch migration, FAM/BHQ fluorescence. inhibition, % at 10.4 µM. 0.14% of 360,000 active. AID 602329;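 active = mean normalized replicate activity at least 40 and at least half of replicates scoring 40 or more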;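 also: 0% = median of neutral control wells and 100% = median of positive control wells; inhibitors cause a drop in the FAM fluorescence signal; in these data hits start at about 50%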
FN deposition inh = fibronectin deposition inhibition; AH1F fibroblasts, Alexa488-fibronectin deposition fluorescence, overnight; inhibition, % at 12.6 µM; 0.086% of 350,000 active; AID 743247;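 active = mean inhibition across replicates of 30% or more, regardless of how many single replicates reach that level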;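 also: positive control wells lacked labelled fibronectin entirely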
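Material: AH1F fibroblasts assembling fluorescent fibronectin matrix; amount: 10000 AH1F cells/well; medium: DMEM, 2% serum; reagent: Alexa488-fibronectin, 24 nM final in well; dosing: single compound dose, delivered by pin transfer; incubation: 1 h adhesion, overnight exposure; detection: fluorescence after three HBSS washes, excitation 485 nm, emission 525 nm; measure: fibronectin deposition inhibition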
RAD52 anneal inh = blocks human RAD52 DNA annealing | P43351 | 0.46% of 360,000 active | inhibition, % at 18.7 µM | recombinant RAD52 DNA annealing, FRET fluorescence;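 active = every replicate showing at least 50% inhibition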
Target sequence (P43351 whole entry, looked up): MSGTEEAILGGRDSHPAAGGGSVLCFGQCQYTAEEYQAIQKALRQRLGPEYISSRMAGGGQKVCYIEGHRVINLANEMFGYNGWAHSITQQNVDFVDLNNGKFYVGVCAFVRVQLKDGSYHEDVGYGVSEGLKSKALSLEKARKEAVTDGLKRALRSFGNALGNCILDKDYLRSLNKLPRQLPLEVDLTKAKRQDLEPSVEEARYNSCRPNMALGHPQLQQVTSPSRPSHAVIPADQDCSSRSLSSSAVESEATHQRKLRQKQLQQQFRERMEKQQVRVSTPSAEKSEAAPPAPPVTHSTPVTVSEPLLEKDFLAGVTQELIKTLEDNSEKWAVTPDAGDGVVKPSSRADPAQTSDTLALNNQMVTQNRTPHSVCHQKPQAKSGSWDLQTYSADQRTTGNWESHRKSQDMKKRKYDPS
E-sel inducer = induces E-selectin expression in human endothelial cells | P16581 | HUVEC E-selectin immunofluorescence imaging; normalized: neutral wells 0, TNF-alpha wells 100 | activation, % at 7.58 µM | 0.37% of 260,000 active;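 active = mean E-selectin-positive cell signal at least 10% of the positive control, reached in at least 60% of replicates, without over 20% cell loss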;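 also: in these data hits start at about 27%; measured in HUVEC primary endothelial cells; signal is the percent of cells scored E-selectin positive by PE staining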
Target sequence (P16581 whole entry, looked up): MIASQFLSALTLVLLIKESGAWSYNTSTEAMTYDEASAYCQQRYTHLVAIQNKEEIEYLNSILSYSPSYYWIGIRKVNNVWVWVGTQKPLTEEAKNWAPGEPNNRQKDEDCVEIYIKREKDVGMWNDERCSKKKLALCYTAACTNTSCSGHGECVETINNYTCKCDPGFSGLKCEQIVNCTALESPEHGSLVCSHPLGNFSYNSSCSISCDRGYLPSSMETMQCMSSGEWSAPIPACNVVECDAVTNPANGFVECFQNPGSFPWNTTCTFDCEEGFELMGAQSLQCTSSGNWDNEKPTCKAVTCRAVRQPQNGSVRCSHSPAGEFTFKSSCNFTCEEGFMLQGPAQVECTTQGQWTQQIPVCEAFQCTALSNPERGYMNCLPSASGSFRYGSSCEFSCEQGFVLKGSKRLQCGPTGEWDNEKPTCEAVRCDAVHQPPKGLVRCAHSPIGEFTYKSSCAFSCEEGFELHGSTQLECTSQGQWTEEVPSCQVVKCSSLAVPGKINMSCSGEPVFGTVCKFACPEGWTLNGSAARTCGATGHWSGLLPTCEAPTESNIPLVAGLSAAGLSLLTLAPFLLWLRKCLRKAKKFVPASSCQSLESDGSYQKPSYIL
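System: HUVEC / Compound: single concentration / Signal: immunofluorescence imaging / Read-out: percent E-selectin-positive cells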
esBAF inh = SWI/SNF esBAF complex inhibition. mouse ES cells, Bmi1-luciferase knock-in reporter, 24 h; 100% = twice the neutral-well signal. reporter increase, % at 12.5 µM. 2% of 350,000 active; in the data active = activation above about 40%;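 also: 0% = median of the plate's neutral control wells and 100% = double that signal; a rise in the Bmi1 reporter signal indicates esBAF inhibition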
Active calls of the source: *; / = not tested or not shown.

1) O=C(OCc1cccc2ccccc12)C1CC(=O)N(c2ccccc2)C1 (configuration not stated)
2) Cc1ccc(C(=O)NC(=S)NCc2ccccc2)cc1Br
3) CNC(=O)C(C)Sc1ccc(S(=O)(=O)N2CCOCC2)cn1 (configuration not stated)
4) Cc1cc2c(cc1S(=O)(=O)CCC(=O)NCc1ccccc1)OCC(=O)N2
5) COc1ccc(C(=O)NC(=S)Nc2ccc(CN3CCCCC3)cc2)cc1Cl
6) CCOC(=O)c1cccc(NC(=O)CSc2nncn2-c2ccccn2)c1
7) CO[C@H]1CC[C@H]2CCOc3ccc(C#N)cc3C(=O)N(C)C[C@H](c3ccccc3)CC(=O)N(C)C[C@@H]1O2
8) O=C(NC1CCCCC1c1ccccc1)c1ccccc1 (configuration not stated)

assay / entry	1	2	3	4	5	6	7	8
RAD54 inh	2	-1	8	-6	/	-4	4	/
S100A4 inh HTS	14	1	4	-8	-2	54	-4	-6
esBAF inh	-5	1	4	2	/	6	2	/
FN deposition inh	/	-4	9	-5	-1	-4	-3	0
RAD52 anneal inh	-3	-15	-9	-8	27	15	-1	-16
E-sel inducer	/	8.3	0.0	/	0.1	0.0	0.5	0.0
EWS-Fli block	/	-7	4	-5	22	-3	-1	-2
Xi reactivation	/	0.1	-0.5	-0.1	0.1	0.0	0.0	0.3

9) COCCC(=O)N1CCC(Oc2ccc(C(=O)N3CCCCC3COC)cc2)CC1 (configuration not stated)
10) C[C@@H]1CN([C@@H](C)CO)C(=O)c2cc(NC(=O)Nc3ccc(C(F)(F)F)cc3)ccc2O[C@@H](C)CCCCO[C@@H]1CN(C)Cc1ccc(C(F)(F)F)cc1
11) C[C@@H]1CN([C@H](C)CO)C(=O)c2cc(NS(=O)(=O)c3cccs3)ccc2O[C@@H](C)CCCCO[C@@H]1CN(C)S(=O)(=O)c1ccc(Cl)cc1
12) O=C(COC(=O)CCSc1ccccc1Cl)NCc1ccco1
13) O=C(Nc1cccc(Cl)c1)c1cnccn1
14) O=C1c2cccc(OCC(=O)N3CCCc4ccccc43)c2CCN1Cc1ccccc1
15) COc1ccc(S(=O)(=O)N(C)C[C@@H]2Oc3ccc(NC(=O)CCCCCC(=O)Nc4ccccc4N)cc3C(=O)N([C@@H](C)CO)C[C@H]2C)cc1
16) C[C@@H]1CN([C@H](C)CO)C(=O)c2cc(NC(=O)Nc3ccccc3)ccc2O[C@H]1CN(C)C(=O)Nc1ccc2c(c1)OCO2

assay / entry	9	10	11	12	13	14	15	16
RAD54 inh	6	-10	-1	/	5	/	/	/
S100A4 inh HTS	-1	/	-8	0	-1	-3	23	/
esBAF inh	0	6	3	/	18	/	/	-5
FN deposition inh	8	-2	2	-1	-3	-3	-18	/
RAD52 anneal inh	6	/	12	-7	15	-2	-23	/
E-sel inducer	3.0	0.0	0.1	/	1.9	0.0	0.0	0.2
EWS-Fli block	/	-7	7	-6	-29	-5	34	2
Xi reactivation	0.0	0.2	0.3	0.0	0.0	0.3	-0.2	-0.5

17) COc1cc(/C=N/NC(=O)c2cnccn2)cc(OC)c1OC
18) COc1ccccc1C(=O)Nc1ccc2c(c1)OC[C@H](C)N(C)C[C@@H](C)[C@@H](OC)CN(C)C2=O
19) CC(=O)c1sc(NC(=O)C2CCN(C(=O)c3ccccc3C)CC2)nc1-c1ccccc1
20) CCCC#Cc1cnc2c(c1)C(=O)N([C@H](C)CO)C[C@H](C)[C@H](CN(C)C(=O)C1CCCCC1)O2
21) COc1ccc(C2C=C(C34CC5CC(CC(C5)C3)C4)NC(=S)N2)cc1OC (configuration not stated)
22) CN(C)CCNc1ncnc2c1ncn2[C@H]1CN(C)C[C@@H](CO)O1
23) CC(C)CC(N)c1csc(NC(=O)Nc2ccccc2-c2ccccc2)n1 (configuration not stated)
24) O=C(C[C@@H]1CC[C@H](NC(=O)CN2CCOCC2)[C@H](CO)O1)NCc1cccc(F)c1

assay / entry	17	18	19	20	21	22	23	24
RAD54 inh	18	7	-8	/	4	-3	2	-11
S100A4 inh HTS	-2	12	-4	/	-1	-6	-4	7
esBAF inh	/	-2	-2	-8	/	2	12	0
FN deposition inh	-1	-10	/	/	4	7	/	-27
RAD52 anneal inh	-1	2	-13	/	-16	-5	19	10
E-sel inducer	/	0.0	/	0.5	/	-0.1	-0.3	-0.4
EWS-Fli block	1	-5	11	-8	7	-5	30	-6
Xi reactivation	0.0	-0.3	-0.1	-0.7	0.1	0.1	0.3	-0.2

Arranged by molecular weight (lowest first): some entries from above.
17) COc1cc(/C=N/NC(=O)c2cnccn2)cc(OC)c1OC
23) CC(C)CC(N)c1csc(NC(=O)Nc2ccccc2-c2ccccc2)n1 (configuration not stated)
21) COc1ccc(C2C=C(C34CC5CC(CC(C5)C3)C4)NC(=S)N2)cc1OC (configuration not stated)
24) O=C(C[C@@H]1CC[C@H](NC(=O)CN2CCOCC2)[C@H](CO)O1)NCc1cccc(F)c1
18) COc1ccccc1C(=O)Nc1ccc2c(c1)OC[C@H](C)N(C)C[C@@H](C)[C@@H](OC)CN(C)C2=O

assay / entry	17	23	21	24	18
RAD54 inh	18	2	4	-11	7
S100A4 inh HTS	-2	-4	-1	7	12
esBAF inh	/	12	/	0	-2
FN deposition inh	-1	/	4	-27	-10
RAD52 anneal inh	-1	19	-16	10	2
E-sel inducer	/	-0.3	/	-0.4	0.0
EWS-Fli block	1	30	7	-6	-5
Xi reactivation	0.0	0.3	0.1	-0.2	-0.3

Continued:
25) CCCCOc1ccc(C(=O)N2CC(C)OC(C)C2)cc1 (configuration not stated)
26) CO[C@H]1CN(C)C(=O)c2ccc(NC(=O)C3CCOCC3)cc2OC[C@@H](C)N(Cc2cccnc2)C[C@H]1C
27) Cn1c(N)c(C(=O)COC(=O)c2ccc(-c3ccccc3)cc2)c(=O)n(C)c1=O
28) O=C(Cc1ccc([N+](=O)[O-])cc1)N1CCCCCC1
29) COc1cc(C=Nc2cccc([N+](=O)[O-])c2C)ccc1OC(C)=O
30) CC(C)(C)SCCNC(=O)/C=C/c1ccc([N+](=O)[O-])cc1
31) CN1[C@@H]2c3ccc(-c4ccc(F)cc4)c(=O)n3C[C@@H]2[C@@H](CO)[C@@H]1C(=O)NCCN1CCCCC1
32) CCCC#Cc1ccc2c(c1)O[C@@H](CN(C)C)[C@@H](C)CN([C@H](C)CO)S2(=O)=O

assay / entry	25	26	27	28	29	30	31	32
RAD54 inh	-4	10	-1	/	-1	/	8	-5
S100A4 inh HTS	-1	-11	1	1	-2	1	1	6
esBAF inh	0	-2	/	/	-3	/	2	-3
FN deposition inh	/	-11	4	7	3	-8	/	-9
RAD52 anneal inh	-10	4	-10	-11	-7	-2	-4	10
E-sel inducer	/	0.8	-0.4	-0.4	/	0.2	-0.3	0.7
EWS-Fli block	6	3	11	0	-14	-17	10	3
Xi reactivation	/	-0.2	0.1	0.0	0.0	0.1	0.1	-0.3

33) O=C1NC[C@@H](CCCCN2CCN(Cc3ccccc3)C(=O)C2=O)N(CCC2CCCCC2)C1=O
34) COc1ccc(CCN2C(=O)NC(NS(=O)(=O)c3ccc(N)cc3)(C(F)(F)F)C2=O)cc1OC (configuration not stated)
35) Cc1cc(C)c(NC(=O)CN2CCN(C)CC2)c(C)c1
36) Cc1ccc(S(=O)(=O)Nc2c(C)cc(C)nc2Cl)cc1
37) COc1ccc(/C=C2\CCC(C3CCCC3)C2=O)cc1 (configuration not stated)
38) CCNC(=O)C[C@@H]1CC[C@H](NC(=O)NC2CCCCC2)[C@H](CO)O1
39) CCOc1ccc(NC(=O)CC2C(=O)N(c3ccccc3)C(=O)N2Cc2ccco2)cc1 (configuration not stated)
40) CCOc1ccc(CN2CCNC(=O)C2CC(=O)NC2CCCCCC2)cc1 (configuration not stated)

assay / entry	33	34	35	36	37	38	39	40
RAD54 inh	/	/	-4	-6	-6	-6	3	9
S100A4 inh HTS	1	-6	-1	-1	1	5	-1	-5
esBAF inh	/	/	13	-7	56*	-2	-8	-8
FN deposition inh	-3	5	-6	4	14	2	-3	1
RAD52 anneal inh	-9	-6	-2	-12	-7	3	-1	-36
E-sel inducer	/	0.1	-0.2	0.6	0.6	-0.1	0.3	-0.4
EWS-Fli block	-3	21	-20	-19	-7	6	1	/
Xi reactivation	-0.1	0.2	0.2	0.0	0.0	0.2	0.0	0.0

41) Cc1cc(C)c[n+](-c2nc3ccccc3nc2[N-]S(=O)(=O)c2ccc(Cl)cc2)c1
42) CCOC(=O)c1ccc(NC(=O)CCS(=O)(=O)c2ccc(Br)s2)cc1
43) CN(C)c1ccc2c(c1)[C@H]1C[C@H](CC(=O)NCc3ccccc3)O[C@H](CO)[C@H]1O2
44) COc1ccc(S(=O)(=O)N2CCC(C(=O)N[C@@H](C)C(=O)NCc3ccccn3)CC2)cc1
45) C[C@@H](NC(=O)C[C@@H]1CC[C@H]2[C@@H](COC[C@@H](O)CN2C(=O)Nc2ccccc2)O1)c1ccccc1
46) COc1ccc(NC(=O)CSc2ccc3nnc(-c4cccnc4)n3n2)cc1OC
47) CCn1c2ccccc2c2cc(/C=N/n3c(-c4cc(C)[nH]n4)n[nH]c3=S)ccc21
48) COc1ccccc1Nc1ccc(C(=O)NCc2cccs2)cn1

assay / entry	41	42	43	44	45	46	47	48
RAD54 inh	-3	-3	0	-5	0	-2	/	5
S100A4 inh HTS	10	/	-8	-3	61	2	-6	-5
esBAF inh	-3	-1	6	-3	4	/	/	-3
FN deposition inh	-6	-8	0	6	-8	2	-1	-1
RAD52 anneal inh	-31	/	-125	-5	2	-9	-10	1
E-sel inducer	2.7	3.0	0.2	-0.2	0.2	-0.4	/	/
EWS-Fli block	-2	/	0	-2	-4	5	19	4
Xi reactivation	0.1	/	0.6	0.0	-0.1	0.0	-0.2	0.1

49) O=C(Nc1ccccc1)N1C[C@H]2[C@@H](c3ccccc31)[C@@H](CO)N2Cc1cocn1
50) O=C1CCN(Cc2ccccc2)CCN1[C@H](CSc1ccccc1)Cc1ccccc1
51) CCc1ccc(/C=N/Nc2ncnc3nc[nH]c23)cc1
52) Cc1nn(-c2ccc(Cl)cc2)c(NC(=O)C(C)C)c(-c2ccccc2)c1=O
53) CCc1nc2c(OCc3ccc(C(=O)N(C)C)cc3)cccn2c1N(C=O)Cc1ccccc1
54) CN(Cc1ccc(F)cc1Cl)S(=O)(=O)c1cccs1
55) COc1ccc(CNC(=O)COC(=O)c2ccccc2OCC(=O)Nc2ccc(SC(F)F)cc2)cc1
56) COCc1ccc(C(=O)N(C)C2CCCN(Cc3ccccc3F)C2)o1 (configuration not stated)
57) CCOc1ccc(NC(=S)N2CCC(C(N)=O)CC2)cc1

assay / entry	49	50	51	52	53	54	55	56	57
RAD54 inh	2	-2	/	/	-10	-14	-6	-3	2
S100A4 inh HTS	-4	-2	4	-8	-23	0	6	3	-3
esBAF inh	13	3	8	/	0	1	-5	-7	/
FN deposition inh	-6	-14	-5	-4	/	2	7	4	-1
RAD52 anneal inh	-19	-38	-3	-3	-24	-10	-9	-2	-15
E-sel inducer	-0.2	-0.2	/	/	-0.3	0.0	0.0	-1.2	-1.0
EWS-Fli block	-20	10	-25	3	10	-23	9	/	-7
Xi reactivation	0.0	-0.1	0.2	0.0	0.1	0.4	0.2	0.2	0.1
